Ecoli WT growth – blocks growth of wild type E. coli BW25113. inhibition, % at 10 µM. hit rate 0.05% among 20,000. E. coli BW25113 growth inhibition, OD600; in the data active = inhibition above about 40%;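 note: bacteria exposed to compound for 20 hours at 37 °C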
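Assay system: Bacterial strain in a whole-cell growth screen | Amount: Inoculum from a 1:1000 dilution of a 1.5 h subculture | Detection: Absorbance at 615 nm as a measure of bacterial growth | Timing: 20 h exposure, 37 °C | Buffer or medium: LB plus kanamycin 50 µg/mL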
Numbers without * were called inactive.

1. CCCC(=O)O[C@]1(C(=O)COC(C)=O)CC[C@H]2[C@@H]3C[C@H](F)C4=CC(=O)C=C[C@]4(C)[C@@]3(F)[C@@H](O)C[C@@]21C
  Ecoli WT growth: 1
2. CC1(C)O[C@@H]2C[C@H]3[C@@H]4C[C@H](F)C5=CC(=O)C=C[C@]5(C)[C@@]4(F)[C@@H](O)C[C@]3(C)[C@]2(C(=O)CO)O1
  Ecoli WT growth: 8
3. COc1cc(C2Oc3cc(C4Oc5cc(O)cc(O)c5C(=O)C4O)ccc3OC2CO)ccc1O (stereo not given)
  Ecoli WT growth: 0
4. CC(C)(C)NCC(O)COc1cccc2c1C[C@H](O)[C@H](O)C2 (stereo not given in full)
  Ecoli WT growth: 0
5. CCCCN(CCCC)CCCOC(=O)c1ccc(N)cc1
  Ecoli WT growth: 4
6. COc1ccc(C(=O)c2ccccc2)c(O)c1
  Ecoli WT growth: -3
7. CCCC(=O)O[C@]1(C(=O)CCl)[C@@H](C)C[C@H]2[C@@H]3CCC4=CC(=O)C=C[C@]4(C)[C@@]3(F)C(=O)C[C@@]21C
  Ecoli WT growth: 10
8. CCCOc1ccc2nc(NC(=O)OC)[nH]c2c1
  Ecoli WT growth: -1
9. N=c1nc(N2CCCCC2)cc(N)n1O
  Ecoli WT growth: 4
10. CCN(CCCCOC(=O)c1ccc(OC)c(OC)c1)C(C)Cc1ccc(OC)cc1 (stereo not given)
  Ecoli WT growth: 2
11. CCCCCCCCCCCCCCCC(O)C(N)CO (stereo not given)
  Ecoli WT growth: -1

In the list so far, 3 have an aryl methoxy group.
3. COc1cc(C2Oc3cc(C4Oc5cc(O)cc(O)c5C(=O)C4O)ccc3OC2CO)ccc1O (stereo not given)
  Ecoli WT growth: 0
6. COc1ccc(C(=O)c2ccccc2)c(O)c1
  Ecoli WT growth: -3
10. CCN(CCCCOC(=O)c1ccc(OC)c(OC)c1)C(C)Cc1ccc(OC)cc1 (stereo not given)
  Ecoli WT growth: 2

Nos. 6–7 from above:
6. COc1ccc(C(=O)c2ccccc2)c(O)c1
  Ecoli WT growth: -3
7. CCCC(=O)O[C@]1(C(=O)CCl)[C@@H](C)C[C@H]2[C@@H]3CCC4=CC(=O)C=C[C@]4(C)[C@@]3(F)C(=O)C[C@@]21C
  Ecoli WT growth: 10

Screens: PubChem BioAssay, SRMLSC

Only part of the results is shown (hit frequency here may not be typical).
